# proKLK7 act: activators of human kallikrein-7 zymogen; activation, % at 7 µM; purified proKLK7, EDANS-DABCYL substrate fluorescence; 100% is mature enzyme control, 0% vehicle; AID 652039; 370,000 tested, 0.9% active; P49862;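 active = activation above the mean of all tested compounds plus 3 SD, computed per campaign excluding outliers beyond control limits, cut at about 13% in these data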
# PLCg1 inh: blocks human PLC-gamma1 enzyme activity; P19174; purified PLC-gamma1, fluorogenic substrate, fluorescence; inhibition, % at 12.2 µM; AID 720700; 370,000 tested, 0.84% active; in the data active = inhibition above about 9.5%
# MBD2 DNA inh: inhibitors of human MBD2 binding to methylated oligonucleotide; Q9UBB5; TR-FRET; inhibition, % at 4.4 µM; 370,000 tested, 0.31% active; in the data active = inhibition above about 13%
# DDE Tn7 FP inh: DD(E)-Tn7 binding inhibition, primary FP screen; FP displacement of FITC-Tn7 peptide from fibrin DD(E); 0% = median of compound wells per plate; inhibition, % at 8.3 µM; AID 720508; P02675; 370,000 tested, 0.13% active;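 active = inhibition above the mean of compounds falling within the control limits plus 3 SD of them, cut at about 14% in these data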;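 note: 0% = plate median of compound wells and 100% = 10 µM Aha-Tn7 peptide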
#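 system = human fibrin DD(E) protein | quantity = DD(E) 2 µM final | medium = Tris/NaCl/CaCl2 buffer, pH 7.8 | also added = labelled Tn7 tracer, 0.1 µM | compound dosing = single point at 8.3 µM | timing = compound with protein 10 min, then 3 h after probe, room temperature | signal = FP measurement | benchmarks = Aha-Tn7 high control | repeats = one replicate per compound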
# ASAP1 inh: inhibitors of human ASAP1 ArfGAP activity. AID 624377. 360,000 tested, 0.19% active. inhibition, % at 16.5 µM. ASAP1-stimulated ARF1 GTP hydrolysis, GDP FP detection; in the data active = inhibition above about 25%;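 note: 0% = vehicle with enzyme and substrate and 100% = no enzyme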
# UHRF1 binding: UHRF1 methyl-DNA binding inhibition. 370,000 tested, 0.75% active. UHRF1 binding to methylated oligo, TR-FRET. inhibition, % at 4.4 µM; in the data active = inhibition above about 21%;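 note: UHRF1 SRA domain binding a hemimethylated CpG hairpin DNA probe; 0% = median of test compound wells and 100% = reference inhibitor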
# Target sequence (Q96T88 whole entry, looked up, the tested form may be a part): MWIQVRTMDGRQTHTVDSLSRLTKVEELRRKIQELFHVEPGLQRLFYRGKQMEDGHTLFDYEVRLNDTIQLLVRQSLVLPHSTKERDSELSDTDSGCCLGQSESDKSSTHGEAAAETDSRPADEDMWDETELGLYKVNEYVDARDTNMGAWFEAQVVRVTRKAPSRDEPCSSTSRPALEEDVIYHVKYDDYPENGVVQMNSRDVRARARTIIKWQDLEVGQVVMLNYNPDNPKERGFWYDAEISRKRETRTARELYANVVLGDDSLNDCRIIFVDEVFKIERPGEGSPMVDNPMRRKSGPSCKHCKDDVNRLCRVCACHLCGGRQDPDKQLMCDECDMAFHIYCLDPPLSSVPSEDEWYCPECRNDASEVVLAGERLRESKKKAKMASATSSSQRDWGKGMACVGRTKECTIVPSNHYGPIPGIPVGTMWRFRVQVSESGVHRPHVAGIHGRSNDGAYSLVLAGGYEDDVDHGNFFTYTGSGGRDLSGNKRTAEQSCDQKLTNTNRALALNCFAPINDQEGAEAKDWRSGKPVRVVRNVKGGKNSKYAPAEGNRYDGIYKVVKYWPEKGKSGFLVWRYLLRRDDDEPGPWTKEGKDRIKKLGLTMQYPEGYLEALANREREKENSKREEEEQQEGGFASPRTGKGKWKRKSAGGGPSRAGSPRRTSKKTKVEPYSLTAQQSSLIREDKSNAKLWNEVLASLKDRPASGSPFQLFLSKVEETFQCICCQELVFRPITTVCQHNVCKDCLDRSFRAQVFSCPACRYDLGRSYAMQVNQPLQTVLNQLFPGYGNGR
# ARFGAP1 inh: rat ARFGAP1 inhibition; Arfgap1-stimulated ARF1 GTP hydrolysis, GDP FP detection; inhibition, % at 16.5 µM; 360,000 tested, 0.26% active; Q62848;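 active = inhibition above a per-plate limit, mean inhibition of low control wells plus 3 SD, cut at about 25% in these data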;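 note: 0% = DMSO wells with enzyme and 100% = wells lacking Arfgap1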
# Target sequence (Q62848 1-136 limits assumed): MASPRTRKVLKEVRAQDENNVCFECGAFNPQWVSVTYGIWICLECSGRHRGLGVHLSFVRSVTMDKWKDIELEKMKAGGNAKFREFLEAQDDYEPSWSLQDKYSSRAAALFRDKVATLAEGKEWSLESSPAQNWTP
#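 Material – truncated rat Arfgap1 GAP domain · Buffer or medium – HEPES-based buffer, pH 7.5 · Reagent – human ARF1(Δ1-17)-GTP substrate · Dosing – 16.5 µM single point, 1.26% DMSO · Schedule – GTP hydrolysis reaction 2 h at 25 °C · Technique – GDP detection by fluorescence polarization · Benchmarks – No-Arfgap1 wells (100%) versus DMSO full-reaction wells (0%) · Repeats – single replicate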
# Tn6 DDE FP: inhibitors of Tn6 peptide binding to human fibrin DD(E); P02675; 370,000 tested, 0.21% active; inhibition, % at 8.3 µM; Fibrin DD(E) TRITC-Tn6 fluorescence polarization displacement;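 active = inhibition above a per-campaign cutoff: mean of compounds within control limits plus 3 SD, cut at about 15% in these data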;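 note: 0% = median of all compound wells on the plate and 100% = blocking peptide control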
# PLC-beta3 inh: inhibitors of human phospholipase C beta3; Purified PLC-beta3, fluorogenic substrate, fluorescence; inhibition, % at 12.2 µM; 370,000 tested, 0.18% active; in the data active = inhibition above about 11%;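 note: 0% = median of compound wells on plate and 100% = full blocker control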
# ADAM17 inh: ADAM17 inhibition, QFRET primary screen. 370,000 tested, 0.83% active. P78536. recombinant ADAM17, EDANS/DABCYL FRET peptide cleavage. inhibition, % at 6.95 µM;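 active = inhibition above the mean of compounds lying between control limits plus 3 SD, set per campaign, cut at about 8.5% in these data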;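 note: 0% = DMSO-only wells as the low control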
# * marks the source's active call; other numbers are inactive results.
# Sample of the layout (2 entries):
# Under each structure – DDE Tn7 FP inh | PLCg1 inh | MBD2 DNA inh | UHRF1 binding | PLC-beta3 inh | ARFGAP1 inh | ASAP1 inh | proKLK7 act | ADAM17 inh | Tn6 DDE FP
- COc1cccc(C(=O)N[C@@H](CC(C)C)C(=O)N2CCC[C@H]2C(=O)NCc2ccccc2)c1
  2 | 4 | 1 | -2 | 1 | -3 | 5 | 0.7 | -1 | -3
- O=C(NC1CCCC1)C1CCCN1C(=O)Oc1ccccc1 (stereo unspecified)
  6 | -2 | 2 | 12 | -10 | 0 | -7 | 0.5 | -8 | -3

# This part in full, from the first entry:
# Under each structure – DDE Tn7 FP inh | PLCg1 inh | MBD2 DNA inh | UHRF1 binding | PLC-beta3 inh | ARFGAP1 inh | ASAP1 inh | proKLK7 act | ADAM17 inh | Tn6 DDE FP
- COc1cccc(C(=O)N[C@@H](CC(C)C)C(=O)N2CCC[C@H]2C(=O)NCc2ccccc2)c1
  2 | 4 | 1 | -2 | 1 | -3 | 5 | 0.7 | -1 | -3
- O=C(NC1CCCC1)C1CCCN1C(=O)Oc1ccccc1 (stereo unspecified)
  6 | -2 | 2 | 12 | -10 | 0 | -7 | 0.5 | -8 | -3
- COc1cc2[nH]c(=O)n(CCCCCC(=O)N3CCN(c4ccccn4)CC3)c(=O)c2cc1OC
  0 | 2 | 1 | -1 | 0 | 0 | 5 | 0.5 | 0 | 5
- CN(Cc1ccccc1)C(=O)CCCn1c(=O)[nH]c2cc(Cl)ccc2c1=O
  -2 | 4 | 8 | 9 | 1 | 4 | -10 | -0.4 | -3 | -2
- Cc1cc([N+](=O)[O-])nn1CC(=O)N(C)Cc1ccccc1
  -4 | 0 | 2 | 3 | -5 | 3 | -2 | 0.6 | -2 | -10
- CN1CCN(C(=S)c2cn(Cc3ccccc3)c3ccccc23)CC1
  -7 | 3 | -7 | -1 | 4 | 2 | 0 | -0.1 | 4 | -3
- N#C/C(=C\c1ccc(N2CCOCC2)o1)C(=O)NCC1CCCO1 (stereo unspecified)
  -16 | -3 | -20 | -44 | -5 | 1 | 13 | 0.3 | 5 | -3
- COC(=O)c1c(NC(=O)C2Cc3ccccc3C(=O)O2)sc2c1CCCC2 (stereo unspecified)
  1 | 4 | 2 | 1 | 3 | -19 | -17 | 0.1 | -1 | 6
- CC(=O)c1c(C)[nH]c(C(=O)CSc2nnc(-c3ccco3)n2Cc2ccccc2)c1C
  1 | 1 | -4 | -2 | 4 | -1 | -14 | 0.2 | 2 | 11
- CCOC(=O)[C@]12CCC=C1N(CCC1=CCCCC1)C(=O)[C@H](CC(=O)NCCCCc1ccccc1)C2
  -4 | 0 | -3 | -3 | -1 | -10 | 5 | 0.2 | 1 | -5
- Cc1nc2ccccc2nc1OCC(=O)Nc1ccc(F)cc1
  -2 | -3 | -6 | -2 | -4 | 12 | -8 | 0.2 | -6 | 0
- CCOC(=O)c1c(S(=O)(=O)NCCc2ccc(OC)c(OC)c2)c(C)n(C)c1C
  0 | 2 | 7 | 2 | -9 | 14 | -10 | -0.2 | 1 | -7
- OC(c1ccc(F)c(F)c1)c1nc(-c2ccc3ccccc3c2)cs1 (stereo unspecified)
  0 | -5 | 2 | 0 | -4 | 20 | 13 | 0.9 | 8 | 0
- Cn1c(SCC(=O)NCc2ccccc2)nnc1C1CC1
  3 | 2 | -2 | 0 | 3 | -9 | -5 | -0.2 | 3 | -1
- O=C(COC(=O)c1cccs1)Nc1ccc(S(=O)(=O)N2CCOCC2)cc1
  -3 | 0 | 1 | 2 | -3 | -15 | 5 | 0.3 | -1 | -11
- CC(C)(C)C1CCC2(CC1)NC(CO)(CO)CO2 (stereo unspecified)
  6 | 1 | -1 | 1 | -2 | 1 | -15 | -0.2 | -1 | -1
- CC1CC2C3CCC4=CC(=O)C=CC4(C)C3(F)C(O)CC2(C)C1(O)C(=O)CO (stereo unspecified)
  1 | 7 | 6 | -2 | -5 | -3 | -3 | 0.2 | -4 | -4
- O=C(C(c1ccccc1)C(O)(c1ccccc1)c1ccccc1)N1CCOCC1 (stereo unspecified)
  -5 | 2 | 4 | 1 | -3 | 16 | -7 | -0.1 | -5 | -12
- COc1cc(NC(=O)CSCC(=O)Nc2cccc(C(F)(F)F)c2)c(Cl)cc1Cl
  -1 | 6 | 8 | 4 | -5 | 8 | 13 | -0.8 | 7 | -4
- CCOc1ccc(-n2c(Cc3cc(=O)[nH]c(=O)[nH]3)nnc2SCC(=O)Nc2nnc(C)s2)cc1
  0 | -3 | 1 | 13 | -3 | -8 | -11 | -0.8 | -1 | -2
- Cc1ccccc1CN1CCC(n2nccc2NC(=O)c2ccc3c(c2)OCO3)CC1
  5 | 1 | -1 | 3 | -10 | 8 | -1 | 0.6 | -1 | 3
- COc1ccc(C(=O)Cc2ccc(OC)c(OC)c2)c(OC)c1
  -3 | -8 | 4 | 8 | -3 | 5 | 24 | -0.5 | -2 | -8
- O=C(NCC(=O)N1CCN(C(c2ccccc2)c2ccccc2)CC1)c1ccc(Br)o1
  -1 | 4 | -2 | 5 | -3 | 11 | -15 | 0.0 | 0 | -7
- CCCn1c(-c2ccccc2)nc2c(=O)n(C)c(=O)[nH]c21
  2 | -18 | -3 | -3 | -22 | -8 | 0 | 0.9 | -78 | 6
- S=C(NCc1ccccc1)NCc1ccc(Cl)cc1
  4 | 0 | 1 | 0 | -7 | 8 | 3 | -0.1 | 2 | -1
- Oc1ccc2ccc(Cl)cc2c1
  4 | -4 | 3 | 3 | -7 | 12 | -2 | -0.6 | -1 | 2
- CCn1c(CN2CCN(CCO)CC2)nc2ccccc21
  6 | -2 | 6 | 20 | -3 | 4 | 5 | -0.2 | -3 | 1
- CN(C)N1C(N)=C(C#N)C(c2cccs2)C2=C1CC(C)(C)CC2=O (stereo unspecified)
  -4 | 0 | 2 | 1 | -2 | 3 | 5 | 0.2 | 1 | 3
- CC[n+]1c(C=C2C=C(C)OC(C)=C2)sc2ccccc21
  -4 | 0 | -9 | -118 | -1 | 5 | -1 | -0.7 | 4 | 0
- O=C(Nc1ccccc1)OCC(CN1CCCCC1)OC(=O)Nc1ccccc1 (stereo unspecified)
  -4 | 0 | 2 | 0 | 2 | -20 | -11 | 0.0 | -2 | 0

# Individual results from above.
# Under DDE Tn7 FP inh, O=C(C(c1ccccc1)C(O)(c1ccccc1)c1ccccc1)N1CCOCC1 (stereo unspecified) has the entry -5
# Under PLC-beta3 inh, Cn1c(SCC(=O)NCc2ccccc2)nnc1C1CC1 has the entry 3
# Under ASAP1 inh, Cc1ccccc1CN1CCC(n2nccc2NC(=O)c2ccc3c(c2)OCO3)CC1 has the entry -1
# Under DDE Tn7 FP inh, CCn1c(CN2CCN(CCO)CC2)nc2ccccc21 has the entry 6
# Under ARFGAP1 inh, CN(Cc1ccccc1)C(=O)CCCn1c(=O)[nH]c2cc(Cl)ccc2c1=O has the entry 4
# Under PLC-beta3 inh, O=C(NCC(=O)N1CCN(C(c2ccccc2)c2ccccc2)CC1)c1ccc(Br)o1 has the entry -3

# More records follow.
# Under each structure – DDE Tn7 FP inh | PLCg1 inh | MBD2 DNA inh | UHRF1 binding | PLC-beta3 inh | ARFGAP1 inh | ASAP1 inh | proKLK7 act | ADAM17 inh | Tn6 DDE FP
- COc1ccccc1NC(=O)C1CC(C)OC1=O (stereo unspecified)
  5 | 1 | 2 | 2 | -2 | -4 | 2 | 0.6 | -6 | -1
- CC(=O)Nc1ccc(S(=O)(=O)N(CC(=O)Nc2cc(C)on2)Cc2ccc(F)cc2)cc1
  0 | -1 | -2 | -2 | -6 | 8 | -4 | 0.5 | 0 | 4
- Cc1ccc(N(C(=O)c2csnn2)C(C(=O)NC2CCCC2)c2ccncc2)c(C)c1 (stereo unspecified)
  5 | 1 | 2 | -2 | -6 | -17 | -1 | -0.5 | -3 | -4
- O=C(N/N=C/c1ccncc1)c1sc2ccccc2c1Cl
  5 | -3 | -5 | -6 | -13 | -5 | 6 | -1.2 | -1 | 0
- COC(=O)[C@]1(Cc2ccccc2)N[C@H](CN(C)C(=O)Nc2ccc(OC)cc2)[C@@H]2C(=O)N(Cc3ccccc3)C(=O)[C@@H]21
  3 | 0 | -1 | -1 | 0 | -1 | 10 | 0.9 | 1 | 1
- COc1ccc(CNC(=O)c2cc(=O)c3cc(C)c(C)cc3o2)cc1
  7 | 2 | -7 | 1 | -2 | -1 | -7 | 1.0 | -4 | 8
- COc1ccc(CCNC(=O)C2CCN(C(=O)c3ccc(OC)c(OC)c3)CC2)cc1
  2 | -3 | 1 | 0 | -6 | 9 | -9 | 0.6 | -3 | 0
- CN1C2=C(C(=O)CC(C)(C)C2)C(c2cccs2)C2=C1CC(C)(C)CC2=O
  -6 | -156 | 4 | -2 | -221 | 4 | -2 | 2.8 | -93 | 7
- O=C(Nc1ccc2c(c1)OCO2)c1ccc(=O)[nH]n1
  -6 | 1 | -1 | -1 | -5 | 17 | -16 | 0.5 | -3 | -1
- N#C/C=C(/N)N1CCN(c2ccc(Cl)c(Cl)c2)CC1
  9 | -14 | 3 | 1 | -10 | -2 | 1 | 1.1 | -6 | 3
- CCn1c(SCC(=O)c2ccc(Cl)cc2)nnc1C(C)C
  7 | -1 | 3 | -2 | 2 | -4 | -8 | 0.1 | -3 | -5
- Cc1ccc(C(=O)OCC(=O)Nc2c(Cl)cc(S(N)(=O)=O)cc2Cl)o1
  -1 | -1 | 1 | -1 | -8 | 10 | 5 | -0.4 | -3 | -1
- COc1ccc(S(=O)(=O)N2CCC(C(=O)N3CCCCC3)CC2)cc1
  1 | 4 | 2 | -1 | -4 | 14 | 10 | -0.1 | 0 | 3
- O=C1c2ccccc2C(=O)N1CCCN1C(=O)c2ccccc2C1=O
  3 | 1 | 2 | -3 | 0 | 3 | -2 | 0.1 | -1 | 9
- Cc1ccccc1Nc1nc(N)nc(COC(=O)[C@@H](NC(=O)c2ccco2)C(C)C)n1
  -2 | 1 | -2 | 0 | 3 | -2 | -5 | 0.8 | 1 | 4
- C=CCN(c1ccccc1OC)S(=O)(=O)c1cccc(C(=O)OCC(=O)N2CC(C)OC(C)C2)c1 (stereo unspecified)
  0 | 2 | 6 | 20 | 3 | -8 | -7 | 0.2 | 0 | 2
- Cn1c(SCC(=O)NCc2ccc3c(c2)OCO3)ncc(C(=O)Nc2ccc(F)cc2)c1=O
  6 | -5 | -3 | -4 | -6 | 10 | 3 | 0.0 | -2 | 0
- O=C(c1nc2ccccn2c1CNCCCn1nnc2ccccc21)N1CCOCC1
  -4 | -1 | 1 | 1 | -2 | 1 | 7 | -0.4 | -1 | -1
- Cc1ccc(C2(c3ccccc3)NC(=O)N(CC(=O)NC3CCCCC3)C2=O)cc1C (stereo unspecified)
  6 | 4 | 0 | 2 | -7 | -2 | 11 | 0.0 | 0 | 3
- Cc1ccc(NS(=O)(=O)c2c(C)[nH]c(C)c2C(=O)N2CCCCC2)cc1Cl
  -8 | 8 | -1 | 6 | -3 | -3 | -9 | 0.2 | 2 | 7
- CC1(C)CC(=O)C2=C(C1)N(c1ncn[nH]1)C(N)=C(C#N)C2c1ccccc1 (stereo unspecified)
  -2 | -1 | 2 | 2 | 1 | 14 | 0 | -0.6 | -3 | 0

# Screens: PubChem BioAssay, The Scripps Research Institute Molecular Screening Center

# This is a random part of the collection; any-hit rate near 4.1%.
